High-throughput results (PubChem BioAssay)
Shiga inhibitor – A qHTS for Small Molecule Inhibitors of Shiga Toxin. actives 9.2% (n = 290,000). Vero cells, Shiga toxin protein synthesis inhibition reporter. inhibition, % at 38.7 µM. AID 2315, 2010; in the data active = inhibition mostly above about 28%, no sharp cut-off; inactive = mostly below about 43%; note: 0% is about no effect
Pf growth 96h – Primary qHTS for delayed death inhibitors of the malarial parasite plastid, 96 hour incubation. P. falciparum luciferase reporter growth, 96 h. Potency, µM (doses to about 28.7 µM), inactives show at the highest dose activity change, negative = inhibition, most hits filed as inhibitors. actives 6.9% (n = 320,000); note: potency is the fitted concentration of half-maximal effect; % is set by controls: 0 for no effect and ±100 for the full control effect
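Compounds incubated with erythrocytes infected by luciferase-expressing P. falciparum (2% hematocrit, 0.05% parasitemia final) for 96 hours, 37 C in 5% CO2. Growth inhibition scored as decreased luciferase luminescence.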
CHX counter – Cycloheximide Counterscreen for Small Molecule Inhibitors of Shiga Toxin; actives 12% (n = 300,000); cell reporter, cycloheximide protein synthesis inhibition counterscreen; max response, %; AID 2314, 2010; in the data active = max response mostly above about 13%, no sharp cut-off; inactive = mostly below about 14%; note: read at 38.3 µM for the half of the compounds with a filed dose; 0% is about no effect
LmPK inhibitor – qHTS Assay for Inhibitors of Leishmania Mexicana Pyruvate Kinase (LmPK); actives 0.37% (n = 290,000); purified LmPK, Kinase-Glo ATP luminescence, 1 h; Potency, µM (top dose mostly 57.5 µM), without a hit: at the top dose activity change, negative = inhibition, hits mostly inhibitors; note: potency is the fitted concentration of half-maximal effect; % is set by controls: 0 for no effect and ±100 for the full control effect
Target sequence (Q27686 whole entry, looked up): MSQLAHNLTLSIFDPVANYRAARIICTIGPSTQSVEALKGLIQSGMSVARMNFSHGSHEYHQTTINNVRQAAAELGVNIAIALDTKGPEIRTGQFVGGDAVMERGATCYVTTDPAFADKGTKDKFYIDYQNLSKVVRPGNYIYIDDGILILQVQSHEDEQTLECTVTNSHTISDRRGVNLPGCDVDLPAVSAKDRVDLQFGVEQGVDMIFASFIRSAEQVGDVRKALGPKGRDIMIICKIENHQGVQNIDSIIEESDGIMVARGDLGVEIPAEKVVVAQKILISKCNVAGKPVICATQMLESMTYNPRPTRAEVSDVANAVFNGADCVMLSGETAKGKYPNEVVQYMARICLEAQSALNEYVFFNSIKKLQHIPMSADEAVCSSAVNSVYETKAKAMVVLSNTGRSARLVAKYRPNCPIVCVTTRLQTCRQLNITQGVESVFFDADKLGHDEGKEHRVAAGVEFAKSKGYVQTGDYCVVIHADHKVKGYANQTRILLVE
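Kinase-Glo luminescence read after 1 h RT reaction of 0.1 nM LmPK with 0.5 mM PEP and 0.1 mM ADP. Activity scaled between uninhibited and enzyme-free controls.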
Pf growth 48h – Primary qHTS for delayed death inhibitors of the malarial parasite plastid, 48 hour incubation; Potency, µM (top dose mostly 28.7 µM), without a hit: at the top dose activity change, negative = inhibition, actives largely listed as inhibitors; actives 5.9% (n = 310,000); P. falciparum luciferase growth in erythrocytes, 48 h; AID 504832, 2011; note: potency is the fitted concentration of half-maximal effect; % is set by controls: 0 for no effect and ±100 for the full control effect
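Growth was read as firefly luciferase luminescence after a 48 h, 37 C, 5% CO2 exposure of compounds to reporter-bearing P. falciparum cultures (0.1% parasitemia, 2% hematocrit final) in Albumax-supplemented RPMI 1640.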
AmpC inh no detg – qHTS Inhibitors of AmpC Beta-Lactamase (assay without detergent); P00811; AID 485341, 2010; actives 0.52% (n = 330,000); Potency, µM (titrated, usually from 57.1 µM), without a hit: top-dose activity change, negative = inhibition, hits mostly inhibitors; AmpC nitrocefin hydrolysis, absorbance 480 nm, 0.0001% Triton;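 note: potency is the fitted concentration of half-maximal effect; plate controls were no compound for no effect and no enzyme for full effect; nearly all actives have a fitted effect of over 20% in size; some results filed as inactive show a strong effect at the top dose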
Target sequence (P00811 whole entry, looked up): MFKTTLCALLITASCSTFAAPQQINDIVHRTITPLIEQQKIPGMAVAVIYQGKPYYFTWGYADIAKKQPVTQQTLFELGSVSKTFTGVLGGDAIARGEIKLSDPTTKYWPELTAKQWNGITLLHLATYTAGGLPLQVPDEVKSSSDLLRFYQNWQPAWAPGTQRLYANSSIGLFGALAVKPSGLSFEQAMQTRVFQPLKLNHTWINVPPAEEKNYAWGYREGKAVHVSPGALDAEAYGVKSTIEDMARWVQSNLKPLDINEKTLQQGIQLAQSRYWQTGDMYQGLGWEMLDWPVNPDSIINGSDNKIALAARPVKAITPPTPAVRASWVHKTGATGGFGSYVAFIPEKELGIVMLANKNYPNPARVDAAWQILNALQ
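20 mM phosphate pH 7.0 + 0.01% (detergent screen) or 0.0001% Triton X-100; 5.3 nM AmpC reagent; cpd preinc 15 min RT; nitrocefin (800 uM stock) to start; A480 q20 s × 4 min; Activity was normalised to no-enzyme and no-compound control wells.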
TbPYK inhibitor – qHTS of Trypanosoma Brucei Inhibitors; pyruvate kinase (Trypanosoma brucei), Q57TT1; TbPYK enzyme, Kinase-Glo Plus ATP luminescence, 45 min; Potency, µM (highest dose often 76.8 µM), for the others: top-dose activity, negative = inhibition, usual class: inhibitors; actives 0.12% (n = 410,000); note: potency is the fitted concentration of half-maximal effect; % is set by controls: 0 for no effect and ±100 for the full control effect; nearly all actives have a fitted effect of over 50% in size
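Activity of T. brucei pyruvate kinase was followed by Kinase-Glo Plus luminescence after the enzyme reacted 45 min at room temperature with 130 uM ADP (final) and substrate. Test compounds were added before ADP at multiple concentrations.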
* marks the source's active call; other numbers are inactive results; ? = inconclusive; nt = not tested or not shown; & = joins results of further samples; [ ] = dose if it differs, or a comment. Unless noted, calls come from the whole dose curve; as a rule, active = well fitted curve in the direction sought with a large enough effect; inconclusive = small, poorly fitted or top-dose-only effect, or another doubt; inactive = no such curve, though single readings can be large; an effect the other way counts as inactive or inconclusive. The order is random; any-hit rate near 22%.

Compound,Pf growth 48h,AmpC inh no detg,Shiga inhibitor,TbPYK inhibitor,LmPK inhibitor,Pf growth 96h,CHX counter
Cc1cccc(N2CC34C=CC(O3)C(C(=O)O)C4C2=O)c1 (centres undefined),28%,1%,-5,7%,-1%,13%,-4
CCOC(=O)N1CCN(C(=O)c2ccc3c(=O)n(-c4ccc(F)cc4)c(=S)[nH]c3c2)CC1,nt,-10%,-15,4%,-2%,?,-4
CCOC(=O)c1[nH]c(C)c(C(=O)OC(C)C(=O)Nc2ncc(Cl)cc2Cl)c1C (centres undefined),-12%,-7%,-8,2%,5%,?,-2
COc1ccc(S(=O)(=O)N2CCOC2CNC(=O)C(=O)NCc2ccccn2)cc1C (centres undefined),1%,26%,-5,0%,-4%,10%,-3
COc1ccc(CCNC(=O)CN(c2cc(OC)ccc2OC)S(=O)(=O)c2ccccc2)cc1,9.3µM*,47%,-7,-5%,-2%,9%,-10
CCc1ccc(C(=O)CSc2nc3cc(S(=O)(=O)N4CCOCC4)ccc3n2CC)cc1,?,30%,21,-22%,4%,10µM*,13
COC(=O)[C@H](Cc1ccccc1)NC(=O)NCCc1ccc(OC)cc1,12%,-13%,1,1%,0%,-19%,-5
O=C(COc1ccc(S(=O)(=O)NC2CCCCC2)cc1)Nc1ccc2c(c1)OCCO2,nt,-7%,-9,-3%,11%,?,0
Cc1cccc(C)c1OC(=O)CCN1C(=O)C2C3C=CC(C4CC34)C2C1=O (centres undefined),0%,57%,14,5%,1%,18%,17
COC(=O)CN1C(=O)C2(C(C#N)=C(N)Oc3c2c(C)nn3-c2ccccc2)c2ccccc21 (centres undefined),?,25%,2,-5%,5%,?,-3
Cc1ccc(-c2cccc(C3CC=CC4C3C(=O)N(Cc3ccccc3)C4c3ccc4ccccc4c3)c2)cc1 (centres undefined),?,-41%,-6&-6,3%,-3%,?,6&-5
C/C(=N/NC(=O)c1sc(NS(=O)(=O)c2ccccc2)nc1C)c1sc(N)nc1C,6%,-20%,-6,4%,2%,?,1
Cn1cccc1/C=N/N1CCN(Cc2cccc3ccccc23)CC1,-6%,41%,11,?,-8%,2%,-1
COc1ccc(NS(=O)(=O)c2ccc(N3CCOCC3)c(NC(=O)c3ccco3)c2)cc1,?,4%,-1,-16%,-1%,-18%,-2
Cc1cc(NC(=O)C23CC4CC(CC(C4)C2)C3)n[nH]1,89%[activator],-27%,22,0%,-2%,-16%,4
O=C(COC(=O)c1cc(=O)c2ccccc2o1)Nc1c(F)c(F)c(F)c(F)c1F,?,-13%,nt,-2%,nt,13%,nt
Nc1cc(=O)[nH]c(SCc2csc(-c3ccccc3)n2)n1,15%,-23%,42,-3%,-2%,32%[activator],8
Cc1cc(C)nc(N/N=C/c2c(C)oc3ccccc23)n1,?,-22%[11.4 µM],29,-12%,1%,-29%,2
CCCC(=O)Nc1ccc2c(c1)nc(CN1CCN(C(=O)OCC)CC1)n2C,-25%,141%[activator],-7,5%,-3%,-12%,7
COc1ccccc1NC(=O)C1CCN(S(=O)(=O)c2cccc3nonc23)CC1,-7%,-7%,3,-13%,-2%,21%,-3
O=C(NCC(=O)N1CCCCCC1)c1ccc(Cl)cc1,71%[activator],0%,65*,-26%,3%,160%[activator],29*
Cc1cc(C)c(-n2[nH]nnc2=S)c(C)c1,-12%,-18%,-5,?,1%,-7%,-1
CCN(CC(=O)NCc1ccc(Cl)cc1)C(=O)c1c(C)noc1C,?,-9%,nt,4%,nt,-14%,nt
S=C(NCC1CCCO1)n1nnc2ccccc21 (centres undefined),?,-5%,-1,0%,-4%,?,31*
CCOc1ccc(-c2nn3c(-c4ccccc4)nnc3s2)cc1,-14%,-10%,10,-17%,-1%,?,8
Cc1sc(NC(=O)c2ccco2)nc1-c1ccc2c(c1)CC(C)N2C(=O)C1CC1 (centres undefined),?,48%,175*,-13%,-5%,5%,31*
O=C(NC1CCCCCC1)C1CCCN1S(=O)(=O)c1cccc2cccnc12 (centres undefined),nt,18%,-1,-4%,8%,5%,-2
COc1ccc(/C=C2\Oc3cc(OCC(=O)N4CCC(C(=O)O)CC4)ccc3C2=O)c(OC)c1,-13%,0%,-8,-3%,-4%,?,1
O=C(CCNC(=O)N1C[C@H]2C[C@@H](C1)c1cccc(=O)n1C2)Nc1cccc(Cl)c1,-2%,-33%,2,-1%,-1%,7%,-1
Fc1ccc(/C=N/n2c(COc3ccccc3)n[nH]c2=S)cc1,nt,-54%,-6,-26%,-7%,5%,-5
COC(=O)C1NN=C(C(=O)c2ccc(Cl)cc2)C1c1ccc(OC)cc1 (centres undefined),-11%,-15%,-13,3%,1%,33%[activator],-2
O=C(Cc1ccc(Cl)cc1Cl)OCC(=O)N1CCCCC1,11%,13%,42,-3%,1%,1%,22*
CC(C)(C)C(=O)Nc1ccccc1-c1nc2ccccc2[nH]c1=O,2%,-21%,nt,-25%,3%,38%[activator],-2
COCCN(C(=O)CSc1nn(-c2ccc(F)cc2)c(=S)s1)c1c(N)n(CC(C)C)c(=O)[nH]c1=O,?,143%[activator],nt,-20%,nt,?,nt
COc1cc(CCC(=O)OCc2nnc(-c3ccccc3)o2)cc(OC)c1OC,15%,37%,29,-4%,2%,nt,19
CCc1nnc(NS(=O)(=O)c2ccc(NS(=O)(=O)c3ccccc3)cc2)s1,12%,-15%,18,3%,6%,nt,-3
CCc1nnc(NC(=O)c2cc(C)oc2C)s1,-3%,-15%,-21,0%,-6%,-15%,-1
C/C(=N\O)C(C)(C)NC(=O)Nc1ccc(Cl)cc1,15%,-22%,20,-19%,5%,nt,10
COc1cccc(/C=N/NC(=O)c2ccc(-n3cnnn3)cc2)c1,-10%,-19%,nt,-2%,nt,-2%,nt
CC(=O)N(CCCN(C)C)c1nc2ccc(C)cc2s1,?,-5%,-4,-4%,9%[11.5 µM],9%,8
Cc1nn(C)c(C)c1S(=O)(=O)N1CCCC(C(=O)N2CCN(c3ccc(Cl)cc3)CC2)C1 (centres undefined),4.7µM*,262%[activator],-9,-29%,1%,?,-1
COC(=O)C1=C(CSc2nc3c(cc2C#N)CN(C)CC3)OC(N)=C(C#N)C1c1ccccc1F (centres undefined),?,66%[activator],-40,-10%,-6%,12µM*,10
CCOC(=O)c1sc(NS(=O)(=O)c2ccc(F)cc2)nc1C,10%,-33%,-9,4%,-2%,66%[activator],-2
Cc1onc(-c2ccccc2)c1C(=O)N(Cc1ccccn1)Cc1ccccn1,-13%,-7%,-7,0%,-4%,?,-2
Cc1ccccc1C(=O)NNC(=O)c1cccc(Br)c1,29%,-20%,nt,1%,2%,9%,5
Cc1ccn2c(C(=O)CSc3ccccc3Cl)c(C)nc2c1,3.7µM*,0.32µM*,11,7%,3%,?,-1
CN(Cc1ccccc1)c1nc2c(c(=O)n(C)c(=O)n2C)n1CCSc1ncccn1,10µM*,-5%,16,7%,1%,?,-4
CCC(=O)Oc1ccc2c(c1)O/C(=C\c1ccco1)C2=O,42%[activator],-28%,43*,-3%,-4%,38%[activator],16*
NC1=C(O)C(=O)C(c2ccccc2)O1 (centres undefined),18%,-20%,-4,-12%,-8%,3%,11
O=C(CN1C(=O)NC2(CCCC2)C1=O)OCCOc1ccc(Cl)cc1,0%,-3%,nt,-4%,nt,37%[activator],nt
O=C(O)Cn1nc(C(F)(F)F)c2c1CCC2,32%[activator],-16%,5,0%,4%,?,-4
O=C(NCc1ccccc1)N1CCCC1,2%,-10%,-11,-16%,-6%,0%,1
CCO/N=C(\C)c1c(O)c2ccccc2n(C)c1=O,-16%,-12%,-8,4%,0%,12%,-1
CCOc1ccc(-c2cnc(SCC(N)=O)nc2N)cc1,6%,-22%,15,-8%,-5%,8%[5.75 µM],1
CCOCCn1cnc2sc(C(=O)NCC(=O)OCC)c(C)c2c1=O,23%,-10%,32*,4%,-7%,3%,23*
Nn1c(SCC(=O)Nc2ccc(F)cc2F)nnc1C1CCCCC1,37%[activator],-3%,55*,-2%,-16%,0%,42*

(next part)
Compound,Pf growth 48h,AmpC inh no detg,Shiga inhibitor,TbPYK inhibitor,LmPK inhibitor,Pf growth 96h,CHX counter
COC(=O)c1cc(=O)n(Cc2ccccc2)c(=NCc2ccccc2)s1,3%,-16%,-10,nt,3%[11.5 µM],0%,-5
CCCCC/C=N/NC(=O)c1[nH]c2ccc([N+](=O)[O-])cc2c1C,?,-56%,-10,-6%,3%,10µM*,0
COc1cccc(N2CC(NS(=O)(=O)c3ccc4ccccc4c3)CC2=O)c1 (centres undefined),?,?,nt,7%,nt,0%,nt
CCCCCNC(=O)Cc1ccc(OC)cc1,8%,-15%,35,-6%,0%,?,-2
COc1ccc(C(=O)Nc2ccc(S(=O)(=O)NC(C)=O)cc2)cc1,18%,-16%,-2,?,-4%,46%[activator],0
COCCOC(=O)C1=C(C)NC2=C(C(=O)CC(C)(C)C2)C1c1ccc2c(c1)OCO2 (centres undefined),nt,20%,-10,4%,1%,200%[activator],-1
Cc1ccc(-c2cc(C(=O)NCc3cnn(C)c3C)c3cc(Br)ccc3n2)cc1,2%,70%[activator],76,-2%&-5%,2%,?,8
CCOC(=O)CSc1nc2c(c(=O)n(C)c(=O)n2C)n1CCCc1ccccc1,4%,-17%,-5,11%,0%,nt,-3

In a second layout: 2 of the compounds above.
The line under a structure holds: Pf growth 48h	AmpC inh no detg	Shiga inhibitor	TbPYK inhibitor	LmPK inhibitor	Pf growth 96h	CHX counter
> COc1cccc(N2CC(NS(=O)(=O)c3ccc4ccccc4c3)CC2=O)c1 (centres undefined)
    ?	?	nt	7%	nt	0%	nt
> CCCCCNC(=O)Cc1ccc(OC)cc1
    8%	-15%	35	-6%	0%	?	-2

Going on with the list.
Compound,Pf growth 48h,AmpC inh no detg,Shiga inhibitor,TbPYK inhibitor,LmPK inhibitor,Pf growth 96h,CHX counter
Cc1ccc2nc(Nc3ncc4c(n3)CC(C)(C)CC4=O)nc(C)c2c1,-9%,-2%,25,10%,2%,?,7
CCOC(=O)c1cc2c(=O)[nH]ccc2nc1C,6%,-14%,6,-14%,-3%,1%,7
COc1nc2c(C)cccc2cc1-c1noc(-c2ccncc2)n1,26%,-12%,-19,nt,-3%,-18%,-2
CC1(C)OC(=O)C(=C2CCCN2)C(=O)O1,18%,nt,-9,-2%,0%,nt,-1
COCCn1c(SCC(=O)c2ccc3c(c2)OCCO3)nnc1-c1ccoc1C,?,1%,105*,-17%,-2%,nt,111*
O=C(NCc1cccs1)C1CCN(S(=O)(=O)c2cccc3nsnc23)CC1,-6%,-13%,-6,2%,1%,?,2
Cn1c(=O)c2c(ncn2CC(=O)Nc2ccc(Cl)cc2Cl)n(C)c1=O,-13%,-14%,19,-8%,0%,23%,-1
